Screening data: PubChem, NCI
Growth percent in the NCI-60 one-dose screen (48 h, 10 µM unless noted): 100 = growth as untreated, 0 = no growth, -100 = all killed.
NCI-H23 – NCI-H23 lung cancer. hit rate 4% among 80,000. AID 1794731
OVCAR-3 – OVCAR-3 ovarian cancer | hit rate 7% among 79,000
SK-OV-3 – SK-OV-3 ovarian cancer cells. AID 1794785. hit rate 3.2% among 80,000
NCI/ADR-RES – NCI/ADR-RES ovarian cells; hit rate 4.4% among 81,000
NCI-H522 – NCI-H522 lung cancer; hit rate 8% among 78,000; AID 1794739
IGROV1 – IGROV1 ovarian cancer. hit rate 4.7% among 79,000. AID 1794786
OVCAR-5 – OVCAR-5 ovarian cancer; hit rate 2.9% among 82,000
OVCAR-8 – OVCAR-8 ovarian cancer. AID 1794782. hit rate 4.4% among 81,000
OVCAR-4 – OVCAR-4 ovarian cancer cells; hit rate 3.7% among 80,000
Active calls of the source: *; x = no result given; & = joins results of further samples; ! = not active in a repeat. Rule for the calls: active = growth percent below 10; inactive = the rest.

SMILES	NCI-H23	OVCAR-3	SK-OV-3	NCI/ADR-RES	NCI-H522	IGROV1	OVCAR-5	OVCAR-8	OVCAR-4
O=Cc1ccc(OCc2ccccc2)cc1	101.3	118.2	111.3	105.5	84.5	108.2	106.2	104.0	108.5
O[C@@H](c1cc(C(F)(F)F)nc2c(C(F)(F)F)cccc12)[C@H]1CCCCN1	81.5	63.1	82.7	61.9	40.0	51.7	77.7	76.7	62.6
COc1cc2cc(Oc3ccc(NC(=O)c4ccc(N5CCOCC5)c(C(F)(F)F)c4)cc3)c(C)nc2cc1OC	67.4	70.4	41.0	71.7	67.6	88.2	84.1	81.1	67.6
C=CCn1c(SCC(=O)Nc2ccc(/C(C)=N\O)cc2)nnc1-c1cc(-c2ccccc2)nc2ccccc12	38.9	58.3	79.6	52.8	41.6	0.4*	85.8	53.5	75.0
CC(=O)c1ccc(Oc2nccc(-c3ccc(Cl)cc3)n2)cc1	97.1	122.5	104.3	83.4	73.2	103.6	94.6	97.8	83.9
COc1ccc(-c2[nH][nH]c(=O)c2-c2nc3ccccc3s2)cc1	105.0	109.7	106.3	97.7	96.3	105.2	104.5	106.1	109.1
O=C(O)c1ccccc1C(=O)Nc1ccc(S(=O)(=O)Nc2nccs2)cc1	105.8&110.0	112.5&104.2	109.7&111.7	110.2&109.1	94.9&109.2	109.8&101.0	98.2&107.8	102.7&112.6	99.1&93.9
COc1cccc(COc2ccc(/C=C3/C(=O)Nc4cc(Cl)ccc43)cc2)c1	x	105.4	100.0	90.3	84.0	87.6	96.1	90.8	96.6
O=C1/C(=C/c2ncc(CO)s2)SC(=S)N1Cc1ccccc1	101.6	83.0	110.0	100.7	40.9	107.6	90.7	108.9	100.7
COc1ccc(/C=N/N=C(\C)c2nnn(-c3ccc([N+](=O)[O-])cc3)c2C)cc1	96.1	x	110.2	102.7	98.0	102.2	100.4	102.0	111.7
O=NN(CCCl)C(=O)NCCCl	97.3&97.1&99.4	114.7&109.6&111.7	108.0&103.1&108.1	90.1&97.4&98.0	85.3&58.5&95.2	89.0&66.0&91.8	98.4&86.3	93.0&93.6	94.6&50.3&104.6
OC(c1cccc(-n2ccc(C(F)(F)F)n2)c1)c1cnccc1NC1CCCCCC1 (centres undefined)	53.1	52.4	x	30.0	43.9	38.5	15.2	6.3*	40.8
CC(C)CSc1ncnc2nc[nH]c12	94.7	102.7	x	100.3	88.0	67.1	86.6	104.1	100.5
COc1ccc(C2=NN3C(C2)c2cc(Cl)ccc2OC3c2ccncc2)cc1 (centres undefined)	84.6	76.6	73.0	81.7	58.5	51.5	95.2	86.7	76.5
COc1cc2c(cc1[N+](=O)[O-])-c1ccc([N+](=O)[O-])cc1C2	93.1	111.6	51.1	94.8	72.2	107.7	108.8	98.4	x
CNC(=O)c1cc(N2CCc3c2ccc(NC(=O)c2cccc(C(F)(F)F)c2)c3F)ccn1	110.8	88.1	92.2	89.2	84.5	93.5	98.0	96.7	92.7
C=C(C)[C@@H]1CC[C@]2(C(=O)OC)CC[C@]3(C)[C@H](CC[C@@H]4[C@@]5(C)C/C(=C/c6cccc(I)c6)C(=O)C(C)(C)[C@@H]5CC[C@]43C)[C@@H]12	91.4	119.2	93.9	94.1	89.0	103.2	98.7	100.7	107.2
O=C(O)CN1C(=O)c2ccccc2C1=O	97.5&96.3	99.2&97.8	92.1&95.1	89.1&111.6	91.2&79.2	119.2&111.4	94.5&91.5	95.5&93.4	100.0&78.3
OCC[S+](CCO)CCO	103.9	99.0	108.0	111.3	102.8	119.6	110.1	105.3	101.0
Cc1c(/C=C(\C#N)C(=O)Nc2c(C)n(C)n(-c3ccccc3)c2=O)c(=O)n2c([nH]c3ccccc32)c1C#N	99.7	108.5	93.6	105.3	96.6	105.5	95.7	101.8	105.4
O=C1Nc2cc(Cl)c(CCCl)cc2/C1=C/c1ccc(F)cc1	76.8	63.1	100.3	81.7	61.7	59.5	99.8	83.5	97.5
CC(=O)OCC1OC(OC(C)=O)C(NC(=O)OCc2ccccc2)C(OC(C)=O)C1OC(C)=O (centres undefined)	97.6	102.0	81.9	106.3	103.5	106.1	96.0	99.2	92.0
CCC(=O)OC1=CN2C(=NC(c3ccc(Cl)cc3)=CC2c2cc(OC)c(OC)c(OC)c2)S1 (centres undefined)	100.9	109.3	100.3	103.2	106.2	97.0	96.7	98.7	93.1
O=C1NC(c2ccccc2)Cc2ccncc21 (centres undefined)	107.8	138.6	108.7	112.9	x	115.1	105.9	111.5	104.6
C=C(C)[C@@H]1CC=C2c3sc(Cc4ccccc4C)nc3C[C@@H](C)[C@]2(C)C1	86.1	99.6	102.2	102.5	86.1	102.9	103.7	98.4	84.6
Cc1nc2ccccc2n1C(=O)CN=C1NC(=O)CS1	99.4	107.5	97.6	100.5	89.3	102.8	102.5	102.8	99.4
CCOC(=O)NCc1cccs1	106.2	111.3	104.3	105.7	100.2	110.5	106.1	100.0	107.5
CCOC(=O)C1CSC(c2ccc(F)cc2)=N1 (centres undefined)	104.3	105.7	100.0	103.9	93.8	101.8	106.2	97.6	100.9
Cc1nc(-n2[nH]c(=O)ccc2=O)sc1N=Nc1ccc(Br)cc1	93.8	108.3	91.7	102.7	96.9	83.3	107.8	98.9	102.1
COc1ccc(-c2c(N)n[nH]c2-c2ccccc2O)cc1	63.4	139.8	105.3	88.2	87.7	96.1	94.1	103.6	114.5
O=C(CN1C(=O)/C(=C/c2cccs2)SC1=S)NCCc1c[nH]c2ccc(F)cc12	101.0	100.9	113.7	99.8	79.8	99.3	110.6	99.1	104.7
CC12C=CC(C)(C3C(=O)NC(=O)C31)C1C3C(=O)NC(=O)C3C12 (centres undefined)	109.0	112.7	114.0	106.7	x	116.7	117.2	99.1	98.7
N#Cc1n[nH]n2c1nc(=O)c1cnn(-c3ccccc3)c12	96.9	111.4	111.6	98.5	102.3	106.7	112.3	107.6	112.5
COc1cc(/C=C2\CCOC2=O)cc(OC)c1OC	119.6	111.0	99.0	125.2	93.9	x	136.2	82.4	101.2
O=C1NC(=O)/C(=C\c2cccc(Oc3ccccc3)c2)S1	93.8	103.9	98.7	99.7	84.8	107.3	98.4	106.1	106.9
CC(C)(C)OC(=O)Nc1ccc(Nc2nc(NCCN3CCOCC3)ncc2[N+](=O)[O-])cc1	100.2	103.1	98.3	93.6	95.0	99.4	106.6	90.7	99.6
Nc1nc(SCCO)c2[nH]cnc2n1	97.8	104.5	89.6	101.5	71.3	107.9	100.3	96.4	109.0
CCOc1ccc2nc(NC(=O)c3cccc(C(F)(F)F)c3)sc2c1	107.9	102.7	x	105.7	90.7	108.1	112.3	106.0	105.5
O=C1c2c(nc3ccccn23)NC(=O)N2CCC[C@@H]12	98.5	108.0	99.7	100.2	106.0	108.8	100.9	94.2	104.4
CCN(Cc1ccccc1)c1ccccc1	102.1	103.8	98.4	100.5	96.2	105.3	90.3	104.5	93.0
CC1CCc2c(sc3nc(SCC(=O)N/N=C/c4cccc(O)c4)n(-c4ccccc4)c(=O)c23)C1 (centres undefined)	88.0	102.7	88.7	78.1	75.8	77.4	93.5	80.5	82.7
CN(CCCCN(C)S(=O)(=O)c1ccccc1)S(=O)(=O)c1ccccc1	80.1	111.9	101.8	82.8	82.0	96.6	108.0	97.5	85.6
C/C(=C(/C)C1CC1CCNS(=O)(=O)c1ccc(C)cc1)c1cccc(OC(F)(F)F)c1 (centres undefined)	81.1	105.0	95.6	88.8	75.4	81.7	99.3	88.0	75.7
O=S(=O)(CS(=O)(=O)c1ccc(Br)cc1)c1ccc(Br)cc1	97.9	109.9	109.2	119.5	104.4	101.1	103.5	106.0	89.8
C=C1C(=O)O[C@H]2[C@H]1CCC(/C=N/c1ncc(Br)cc1N)=C\CC[C@@]1(C)O[C@@H]21	49.2	-58.3*	69.3	58.0	-51.7*	-1.8*	49.4	4.4*	37.0
Cc1ccc(/C(CSc2nc3c([nH]2)c(=O)n(C)c(=O)n3C)=N\O)cc1	99.8	109.0	99.6	99.5	90.2	103.5	104.9	96.8	96.6
C#CCN1C(=O)c2ccccc2N(CC#C)C12CCN(Cc1cn(CC(=O)Nc3ccccc3C(N)=O)nn1)CC2	78.4	84.4	105.8	80.5	67.7	82.4	89.2	100.5	89.0
COc1ccc(-n2ncc3c4[nH]c(=O)c(S(=O)(=O)c5ccccc5)cc4ccc32)cc1	x	108.9	106.6	107.0	102.5	115.6	108.3	96.3	117.9
Nc1nc(N)c2cc(S(=O)(=O)c3ccccc3)ccc2n1	40.9&45.0	59.7&53.9	52.1&62.1	50.2&41.2	68.9&46.2	58.6&36.6	75.8&39.2	43.5&38.0	54.0
O=C1CCC(C(=O)N/N=C/c2ccccn2)N1 (centres undefined)	108.4	111.6	106.3	109.8	101.0	106.1	113.2	104.2	105.4
C/C(CC(c1ccccc1)N1CCc2ccccc2C1)=N/O (centres undefined)	97.5	100.1	114.4	100.9	103.2	120.1	98.5	94.4	100.2
COC1=CC(c2ccc[nH]2)=N/C1=C\c1[nH]c(C)c(C(=O)CCC(=O)Oc2ccc3c(c2)CCC2C3CC[C@]3(C)[C@@H](O)CC[C@@H]23)c1C (some centres undefined)	18.4	x	51.1	8.3*	-58.9*	16.8	27.7	-3.8*	43.1
Cc1ccc(Nc2nnc(-c3cc(-c4ccncc4)n(-c4ccccc4)n3)s2)cc1	90.5	118.4	100.1	59.2	84.5	89.2	104.0	63.5	x
COc1cc([C@@H]2c3cc4c(cc3[C@H](O)[C@H]3COC[C@@H]23)OCO4)cc(OC)c1OC	91.8	56.8	98.3	64.9	x	71.1	101.1	98.9	85.8
COc1ccc(/C=C/c2nc(N3CCOCC3)c3nc(Cl)c(Cl)cc3n2)cc1OC	99.7	x	105.2	99.4	83.1	x	108.9	99.0	108.1
COC(=O)c1ccc(C(=O)Nc2ncnc3nc[nH]c23)cc1	106.3	107.3	107.6	106.8	92.6	97.3	106.8	98.6	117.6
CCCC(=O)OCC(COC(=O)CCC)OC(=O)CCC	104.2	105.4	102.9	100.4	99.1	105.3	102.1	100.8	97.6
CC(=O)Nn1cc(C(=O)c2ccccc2O)cc(-c2ccccc2)c1=O	110.0	114.9	92.4	103.8	96.5	102.7	98.9	93.5	109.1
COc1cc(NS(C)(=O)=O)ccc1Nc1c2ccccc2nc2c(C)cccc12	1.1*	-57.0*!	5.9*!	40.4&27.7	-14.2*	2.9*!	8.6*	1.2*	62.8&42.9
CC(=O)Nc1ccc(-c2ccc(NC(C)=O)c(O)c2)cc1O	92.1	110.3	108.2	94.6	96.5	x	97.2	97.9	97.2

Copied from the list:
`COc1cc(NS(C)(=O)=O)ccc1Nc1c2ccccc2nc2c(C)cccc12` in OVCAR-8: 1.2*
`C#CCN1C(=O)c2ccccc2N(CC#C)C12CCN(Cc1cn(CC(=O)Nc3ccccc3C(N)=O)nn1)CC2` in IGROV1: 82.4

Continuation.
SMILES	NCI-H23	OVCAR-3	SK-OV-3	NCI/ADR-RES	NCI-H522	IGROV1	OVCAR-5	OVCAR-8	OVCAR-4
Nc1nc(NC(=O)Nc2ccccc2)nn1-c1ccc(S(N)(=O)=O)cc1	98.9	92.0	105.2	105.4	83.7	95.8	108.3	95.8	114.1
Cc1nc2nc3sc(C)c(C)c3c(=O)n2[nH]1	99.4	107.2	93.7	106.8	100.3	105.3	101.5	105.5	114.4
COc1cc(-c2nn(C(=O)NS(=O)(=O)c3ccccc3)cc2-c2ccncc2)ccc1Cl	88.1	105.7	82.1	82.3	77.0	78.6	99.9	20.4	x
CCCCCCCCCCCCCCCc1cc(O)ccc1N	89.6&90.5	50.9&66.8	69.0&89.2	49.7&72.1	-23.6*	45.2&16.5	123.9&92.7	87.1&87.8	-19.7*!
C=CCOc1cc(C)ccc1C	90.9	106.4	115.0	105.0	112.7	125.7	102.1	117.0	110.2
FC(F)(F)c1cc(-c2nnc3n2NC(=NC2CCCCC2)CS3)cc(C(F)(F)F)c1	103.1	130.3	99.0	103.2	x	112.8	119.3	103.9	108.2
Cn1cc(-c2csc(-c3ccc4ccccc4c3)n2)c2cc(Br)cnc21	89.4	111.4	84.6	106.0	64.3	100.6	92.7	99.0	102.0
CC1=C(C#N)C2=NN=C(N)NN2C(c2ccccc2)=C1	101.4	110.6	88.0	109.3	83.8	100.3	109.7	107.5	95.4
COc1ccc2[nH]c(=O)c(/C=N/Nc3nc(-c4ccccc4)cs3)c(O)c2c1	89.7	24.2	76.8	37.7	80.1	70.3	85.6	55.1	47.9
O=CN1N=C(c2ccc3c(c2)OCO3)CC1c1ccccc1 (centres undefined)	100.6	129.2	106.5	109.7	x	124.8	109.0	106.8	112.8

An excerpt of these results, as labelled records.
C=CCOc1cc(C)ccc1C
  NCI-H23 = 90.9; OVCAR-3 = 106.4; SK-OV-3 = 115.0; NCI/ADR-RES = 105.0; NCI-H522 = 112.7; IGROV1 = 125.7; OVCAR-5 = 102.1; OVCAR-8 = 117.0; OVCAR-4 = 110.2
FC(F)(F)c1cc(-c2nnc3n2NC(=NC2CCCCC2)CS3)cc(C(F)(F)F)c1
  NCI-H23 = 103.1; OVCAR-3 = 130.3; SK-OV-3 = 99.0; NCI/ADR-RES = 103.2; NCI-H522 = x; IGROV1 = 112.8; OVCAR-5 = 119.3; OVCAR-8 = 103.9; OVCAR-4 = 108.2
Cn1cc(-c2csc(-c3ccc4ccccc4c3)n2)c2cc(Br)cnc21
  NCI-H23 = 89.4; OVCAR-3 = 111.4; SK-OV-3 = 84.6; NCI/ADR-RES = 106.0; NCI-H522 = 64.3; IGROV1 = 100.6; OVCAR-5 = 92.7; OVCAR-8 = 99.0; OVCAR-4 = 102.0
CC1=C(C#N)C2=NN=C(N)NN2C(c2ccccc2)=C1
  NCI-H23 = 101.4; OVCAR-3 = 110.6; SK-OV-3 = 88.0; NCI/ADR-RES = 109.3; NCI-H522 = 83.8; IGROV1 = 100.3; OVCAR-5 = 109.7; OVCAR-8 = 107.5; OVCAR-4 = 95.4
